Screens as filed in PubChem.
PI4K2A block = PI4K2A (human) kinase inhibition; hit rate 0.13% among 420,000; activity change, negative = inhibition, % at 76.9 µM; AID 1346378; purified PI4K2A, ADP-Glo luminescence, 1 h; active compounds read low; in the data active means activity change below about -50%; inconclusive means mostly about -30% to -49%;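 further: -100% = wells without enzyme as full effect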
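In this quantitative HTS, ADP production by PI4K2A was quantified luminescently after 1 h at ambient temperature; 100 microM adenosine served as plate-quality control.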
TrxR1 substrate = substrates of rat thioredoxin reductase 1; hit rate 0.01% among 390,000; AID 588456; Potency, µM (titrated, usually from 114 µM), for the others: top-dose activity change, negative = substrate turnover; O89049; purified TrxR1 substrate turnover, NADPH consumption readout; further: potency means the concentration at half of the fitted maximal effect; on the % scale 0 is the no-effect control and ±100 the full control effect; nearly all actives have a fitted effect of over 50% in size
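Rat TrxR1, dispensed at 90 nM, was prereduced with 400 uM NADPH (final) for 5 min at ~22 deg C, then incubated with compound 15 min before 400 uM selenite. A first-read NADPH fluorescence drop versus no-compound background flagged substrates.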
USP1-UAF1 inh = USP1/UAF1 (human) deubiquitinase inhibition | O94782 | recombinant USP1/UAF1, Ub-Rhodamine cleavage fluorescence | Potency, µM (series often up to 57.1 µM), inactives show top-dose activity change, negative = inhibition, usual class: inhibitors | hit rate 0.23% among 390,000 | AID 743255; further: potency means the concentration at half of the fitted maximal effect; on the % scale 0 is the no-effect control and ±100 the full control effect; nearly all actives have a fitted effect of over 60% in size; inactives centre near -12
Target sequence (O94782 whole entry, looked up): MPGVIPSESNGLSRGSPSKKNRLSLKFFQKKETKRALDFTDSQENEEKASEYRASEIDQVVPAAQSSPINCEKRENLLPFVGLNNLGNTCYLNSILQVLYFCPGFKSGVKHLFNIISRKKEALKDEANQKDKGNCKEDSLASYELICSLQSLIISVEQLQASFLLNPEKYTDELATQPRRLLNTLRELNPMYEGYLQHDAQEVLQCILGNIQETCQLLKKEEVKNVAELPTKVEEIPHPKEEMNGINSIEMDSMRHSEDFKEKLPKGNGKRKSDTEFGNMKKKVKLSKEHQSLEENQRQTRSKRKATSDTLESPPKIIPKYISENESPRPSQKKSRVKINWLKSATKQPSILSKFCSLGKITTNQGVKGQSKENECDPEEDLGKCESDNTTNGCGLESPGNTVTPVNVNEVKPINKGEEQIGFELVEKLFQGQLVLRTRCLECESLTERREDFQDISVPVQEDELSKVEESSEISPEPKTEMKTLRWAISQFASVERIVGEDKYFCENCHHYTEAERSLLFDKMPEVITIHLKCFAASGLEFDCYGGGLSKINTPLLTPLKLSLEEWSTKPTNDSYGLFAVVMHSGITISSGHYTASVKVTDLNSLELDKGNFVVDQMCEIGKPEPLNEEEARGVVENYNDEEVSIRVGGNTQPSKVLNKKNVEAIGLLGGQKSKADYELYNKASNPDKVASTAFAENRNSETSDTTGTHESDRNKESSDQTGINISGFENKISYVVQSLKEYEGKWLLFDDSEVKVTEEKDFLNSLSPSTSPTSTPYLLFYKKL
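USP1/UAF1 complex (1 nM) preincubated 15 min at room temperature with compound, then Ub-Rho substrate (150 nM final) added. Kinetic fluorescence at 480/540 nm over 6 reads at 60 s intervals; 50 mM HEPES pH 7.8, 0.5 mM EDTA, 0.1 mg/ml BSA, 1 mM TCEP, 0.01% Tween-20.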
Vif-A3F inh = inhibitors of Vif-A3F interaction. HeLa A3F-eYFP + Vif (tagged APOBEC3F with the HIV-1 protein that degrades it), YFP fluorescence increase. Potency, µM (titrated, usually from 46.1 µM), without a hit: at the top dose activity, negative = active. hit rate 0.2% among 390,000; further: potency means the concentration at half of the fitted maximal effect; % of control where 0% means no effect; nearly all actives have a fitted effect of over 65% in size
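Fluorescence increase (Ex 488/Em 500-530) after overnight compound treatment at 37 deg C flags inhibition of Vif-driven A3F-eYFP loss in stable HeLa A3F-eYFP/Vif cells seeded overnight beforehand.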
Vif-A3G inh = blocks the Vif interaction with human APOBEC3G; Potency, µM (titrated, usually from 46.1 µM), without a hit: at the highest dose activity, negative = active, hits mostly inhibitors; Q9HC16; hit rate 0.076% among 410,000; HeLa A3G-eYFP + Vif (tagged APOBEC3G with the HIV-1 protein that degrades it), YFP fluorescence, overnight;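 further: potency means the concentration at half of the fitted maximal effect; on the % scale 0 is the no-effect control and ±100 the full control effect; nearly all actives have a fitted effect of over 60% in size; hits raise eYFP signal because A3G escapes Vif-driven loss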
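HeLa cells stably expressing Vif and C-terminally eYFP-tagged A3G, seeded overnight at 37 deg C, then exposed to compound by pintool overnight at 37 deg C. Rise in yellow fluorescence (Ex 488/Em 500-530, Acumen) marks blocked Vif-driven A3G degradation.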
LDHA block = inhibitors of human lactate dehydrogenase A; purified LDHA, NADH/diaphorase-resazurin fluorescence; active compounds read low; P00338; hit rate 0.15% among 480,000; activity change, % (values are at about 110 or 230 µM); in the data active means activity change below about -30%; inconclusive means mostly about -25% to -30%;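 further: plate controls were DMSO wells for no effect and wells without enzyme for full effect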
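Human LDH5 at 2 nM final in Tris HCl pH 7.4 with 0.06 mM NADH and 0.2 mM pyruvate, reacted 5 minutes at room temperature. Remaining NADH coupled via diaphorase/resazurin; resorufin fluorescence read at 0 and 20 minutes, normalized to enzyme-free and DMSO wells.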
RXFP1 agonist = agonists of human relaxin receptor RXFP1. Q9HBX9. HEK293T-RXFP1 cAMP TR-FRET, 30 min; response scale: percent of porcine relaxin response, buffer zero. Potency, µM (series often up to 57.5 µM), for inactives: top-dose activation, most hits filed as activators. hit rate 0.3% among 370,000; further: potency means the concentration at half of the fitted maximal effect; on the % scale 0 is the no-effect control and ±100 the full control effect; nearly all actives have a fitted effect of over 60% in size; many of its hits are not listed in these tables
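cAMP rise read by TR-FRET after 30 min, 37C compound exposure (up to 58 uM) in RXFP1-transfected HEK293 cells with Ro 20174 present. EC50 from Hill-equation fits, with 29 nM porcine relaxin as 100% and buffer as basal.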
IDH1 R132H inh = blocks human mutant IDH1 R132H enzyme. IDH1-R132H enzyme, NADPH consumption, diaphorase/resazurin fluorescence. Potency, µM (top dose mostly 76.6 µM), for the others: at the top dose activity change, negative = inhibition, hits mostly inhibitors. hit rate 0.093% among 390,000. AID 602179; further: potency means the concentration at half of the fitted maximal effect; on the % scale 0 is the no-effect control and ±100 the full control effect; nearly all actives have a fitted effect of over 65% in size
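IDH1-R132H (0.5 ug/mL) preincubated 30 min with compound, then NADPH (0.016 mM) and alpha-KG (2 mM) added; 80 min at RT, pH 7.5. Remaining NADPH coupled via diaphorase/resazurin to fluorescence (540/590 nm); concentration-response curves normalized to no-enzyme control.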
GRP78 ERSR act = induces the endoplasmic reticulum stress response in human glioma cells. U87-MG GRP78 promoter luciferase reporter, 16 h. Potency, µM, for inactives: at the highest dose activation, most hits filed as activators. hit rate 0.02% among 420,000; further: potency means the concentration at half of the fitted maximal effect; series mostly up to about 76 µM; % of control where 0% means no effect; nearly all actives have a fitted effect of over 35% in size
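Stably transfected U87-MG glioma cells carrying a GRP78-based luciferase sensor; 16 h compound incubation. Luminescence end-point read 10 min after Bright-Glo addition at room temperature.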
* hit, by the source's call; ? = inconclusive; / = no result given; [ ] = remark or other dose. Unless noted, the call rests on the fitted dose curve; in most records, active means well fitted curve in the direction sought with a large enough effect; inconclusive means small, poorly fitted or top-dose-only effect, or another doubt; inactive means no such curve, though single readings can be large; an effect the other way counts as inactive or inconclusive. The list is partial. The share of hits here may be higher or lower than overall.

nr	Molecule	PI4K2A block	TrxR1 substrate	USP1-UAF1 inh	Vif-A3F inh	Vif-A3G inh	LDHA block	RXFP1 agonist	IDH1 R132H inh	GRP78 ERSR act
1	CC(C)(C)c1ccc(/C=C/C(=O)Nc2cccnc2)cc1	6	-13%[57.1 µM]	-18%	-6%	4%	5	0.0%	4%	-5%
2	CN(Cc1ccccc1Cl)C(=O)C1CCC(=O)N(C2CCCCCC2)C1 (configuration not stated)	3	6%	-20%	1%	1%	-4	1.1%	-2%	4%
3	O=S1(=O)C=C(Oc2ccc(F)cc2)c2ccccc21	2	0%	-18%	-3%	-7%	0	0.0%	-6%	-2%
4	C=CCc1cccc(C2Nc3ccccc3C(=O)N2O)c1O (configuration not stated)	6	-4%	-11%	6%	5%	2	1.2%	9%	-5%
5	Cc1cccc(NC(=O)c2nc[nH]c2C(=O)N[C@@H](CC(C)C)C(=O)OC(C)(C)C)c1	0	-9%	-14%	5%	-15%	2	-1.6%	-11%[38.3 µM]	-2%
6	Cc1ccccc1NS(=O)(=O)c1cccc2nonc12	-1	3%	-11%	-7%	0%	1	0.3%	0%	-6%
7	CNc1ncc(C(=O)c2ccc(Cl)cc2)s1	2	-9%	-13%	0%	1%	-10	9.6%	-8%	-1%
8	COCCCNc1ncnc2onc(-c3ccc(F)cc3)c12	-1	1%[57.1 µM]	-2%	5%	-1%	-7	-0.1%	9%	-4%
9	C=Cc1ccc(CSc2nc(-c3ccc(C)cc3)nc3c2Cc2c(CO)cnc(C)c2O3)cc1	-10	3%	-19%	-5%	2%	-1	-0.1%	-17%	-3%
10	O=C(O)c1ccccc1C(=O)OCCCc1ccncc1	-1	9%[57.1 µM]	-20%	-2%	3%	-5	1.4%	-5%	-1%
11	COc1cccc(NC(=O)CSc2nnc(Cn3cnc([N+](=O)[O-])n3)n2C)c1	1	8%[57.1 µM]	-10%	?	0%	4	-0.8%	7%	-6%
12	COc1ccc(Cc2c(-c3cccc(Cl)c3)nc3ccc(C)cn23)c(C)c1	-18	/	/	/	-2%	1	/	/	-2%
13	COc1ccc(Cl)cc1NC(=O)c1nn(C)c2c1CS(=O)(=O)c1ccccc1-2	2	-4%	-15%	5%	4%	0	0.1%	-8%	-1%
14	CCC(=O)N1CCN(c2ccc(Cl)cc2NC(=O)c2cccc([N+](=O)[O-])c2)CC1	1	-3%	-29%	-2%	1%	-7	5.4%	10%	0%
15	O=S(=O)(c1ccccc1)N1CCN(CC(O)COc2ccc3c(c2)CCC3)CC1 (configuration not stated)	-3	1%	?	-4%	3%	-4	0.1%	10%	-4%
16	COc1cccc(C2SCC(=O)N2c2cccc(C)c2)c1OC (configuration not stated)	0	1%	-9%	-13%	3%	-2	-0.1%	1%	-5%
17	CS(=O)(=O)c1cccc(C(=O)Nc2nnc(C3=COCCO3)o2)c1	?	-10%[57.1 µM]	3%	-17%	-1%	6	-1.1%	-2%	-6%
18	O=C(NCc1ccco1)C1CCCCC1	-1	3%	-12%	-5%	5%	-6	1.2%	0%	0%
19	CCCNC(=O)C1(CC2CC(c3ccccc3)=NO2)CCN(C(=O)OC(C)(C)C)CC1 (configuration not stated)	1	5%[57.1 µM]	-24%	0%	-8%	0	/	-2%	-3%
20	CC(=O)c1ccc(NC(=O)c2nc(-c3ccccc3)n(-c3ccccc3Cl)n2)cc1	1	-6%	-25%	2%	-2%	-3	-5.1%	-5%	-3%
21	COC(=O)C1(NC(=O)CNC(=O)OCc2ccccc2)CCCC1	-1	4%[57.1 µM]	1%	5%	-6%	-9	/	7%	-3%
22	N=c1c(C(=O)NCCN2CCOCC2)cc2c(=O)n3ccccc3nc2n1CCCN1CCOCC1	-7	111%[activator]	-17%	-4%	3%	0	26%	-7%	-5%
23	CCn1c(SCC(=O)NCC2CCCO2)nnc1-c1ccccc1OC (configuration not stated)	-2	10%	-16%	-10%	0%	1	1.0%	-9%	0%
24	CCN(CC)C(=O)CNC(=S)N(CCCN1CCOCC1)Cc1cccs1	-3	18%	-13%	-1%	-7%	-1	0.8%	4%	-3%
25	CCOC(=O)C1CCN(S(=O)(=O)c2cn(C)cn2)CC1	3	5%	-14%	-4%	-2%	-3	0.0%	-4%	1%
26	Cc1cccc(NC(=O)c2oc3ccc(S(=O)(=O)N(C)C4CCCCC4)cc3c2C)c1C	3	-6%[57.1 µM]	-25%	0%	6%	-5	0.3%	-14%	-4%
27	CCN(CC)c1ccc(C(=O)NNC(=O)CCNC(=O)c2ccccc2)cc1	-4	-15%	-16%	-11%	0%	-4	-3.3%	3%	-2%
28	Cc1cc(C)n(C(C)CC(=O)NCc2ccc(Cl)cc2)n1 (configuration not stated)	0	-6%[57.1 µM]	1%	1%	-3%	-11	0.9%	37%[activator]	-2%
29	CCOC(=O)/C=c1\s/c(=C\c2ccc3c(c2)OCCO3)c(=O)n1CC(=O)NCC1CCCO1 (configuration not stated)	7	0%	-12%	-26%	-3%	-6	-1.2%	8%	-1%
30	COc1ccc(N2CCN(CCCNC(=O)c3c(C)nn(-c4ccc(F)cc4)c3-n3cccc3)CC2)cc1	-5	-18%	-20%	-2%	3%	-7	-2.6%	-18%	-2%
31	Cc1ccc(-c2nc3ccccc3o2)cc1NC(=O)COc1ccccc1C	/	19%	/	/	2%	0	/	/	4%
32	CCn1cc(CN2CCC(n3nccc3NC(=O)CCOc3ccccc3)CC2)cn1	-21	1%	-14%	-10%	2%	-7	-0.9%	13%	-4%
33	CCC(C(=O)Nc1cc(OC)ccc1OC)n1c(=O)c(C(F)(F)F)nc2ccccc21 (configuration not stated)	5	-10%[57.1 µM]	-24%	3%	3%	-7	1.4%	0%	2%
34	NC(=O)c1c(NC(=O)COC(=O)c2ccc(S(=O)(=O)Nc3ccccc3)cc2)sc2c1CCCC2	-6	8%[57.1 µM]	-12%	-15%	0%	-3	2.2%	2%	-4%
35	Cc1ccc(C)c(S(=O)(=O)C(C#N)c2nc3ccccc3nc2N2CCCC2)c1 (configuration not stated)	-5	0%[57.1 µM]	-8%	-13%	2%	2	-0.9%	-8%	-4%
36	COc1ccc(CNC(=O)C(C)n2ccc3cc(S(=O)(=O)N4CCCCCC4)ccc32)cc1 (configuration not stated)	3	1%	-19%	0%	0%	-3	-2.2%	0%	-4%
37	COc1cccc(C(=O)N2CCC2(C)C(=O)NC(C)C)c1 (configuration not stated)	1	/	/	/	1%	-2	/	/	0%
38	CC1=C(C)CC(C(=O)NCc2ccccn2)C(C(=O)O)C1 (configuration not stated)	9	2%	-12%	0%	0%	2	-0.8%	-4%	-2%
39	CCCC(=O)NCn1nnc(-c2ccc(Cl)cc2)n1	-3	-12%	0%	9%	-3%	-5	1.2%	4%	0%
40	Cc1ccc(-n2nc3c(=O)n(C(C)C(=O)NCc4ccccc4C)nc(C)c3c2C)cc1 (configuration not stated)	-2	3%	-23%	12%	1%	-9	3.2%	12%	-3%

Some of these compounds in order of their number in TrxR1 substrate, highest first.
entry	Molecule	TrxR1 substrate
31	Cc1ccc(-c2nc3ccccc3o2)cc1NC(=O)COc1ccccc1C	19%
9	C=Cc1ccc(CSc2nc(-c3ccc(C)cc3)nc3c2Cc2c(CO)cnc(C)c2O3)cc1	3%
5	Cc1cccc(NC(=O)c2nc[nH]c2C(=O)N[C@@H](CC(C)C)C(=O)OC(C)(C)C)c1	-9%

Whole records from above. Screens in order: PI4K2A block, TrxR1 substrate, USP1-UAF1 inh, Vif-A3F inh, Vif-A3G inh, LDHA block, RXFP1 agonist, IDH1 R132H inh, GRP78 ERSR act
`CCCC(=O)NCn1nnc(-c2ccc(Cl)cc2)n1` is listed with -3, -12%, 0%, 9%, -3%, -5, 1.2%, 4%, 0%
`COc1ccc(CNC(=O)C(C)n2ccc3cc(S(=O)(=O)N4CCCCCC4)ccc32)cc1` (configuration not stated) is listed with 3, 1%, -19%, 0%, 0%, -3, -2.2%, 0%, -4%
`Cc1ccc(-n2nc3c(=O)n(C(C)C(=O)NCc4ccccc4C)nc(C)c3c2C)cc1` (configuration not stated) is listed with -2, 3%, -23%, 12%, 1%, -9, 3.2%, 12%, -3%
`CCC(C(=O)Nc1cc(OC)ccc1OC)n1c(=O)c(C(F)(F)F)nc2ccccc21` (configuration not stated) is listed with 5, -10%[57.1 µM], -24%, 3%, 3%, -7, 1.4%, 0%, 2%
